# GalR3 antag: human GalR3 antagonism; 360,000 tested, 0.44% active; HEK293 GalR3-CNG cAMP membrane potential fluorescence; galR3 body fused to GalR1 C-terminus; inhibition, % at 3 µM; AID 651719;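 active = inhibition above the screen-wide average plus 3 SD, cut at about 13% in these data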;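 also: forskolin and galanin both at EC90 stimulate the cells; cAMP rise reported by CNG channel membrane potential dye signal; 0% = forskolin plus galanin with DMSO and 100% = forskolin alone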
# Target sequence (O60755 1-299 limits assumed): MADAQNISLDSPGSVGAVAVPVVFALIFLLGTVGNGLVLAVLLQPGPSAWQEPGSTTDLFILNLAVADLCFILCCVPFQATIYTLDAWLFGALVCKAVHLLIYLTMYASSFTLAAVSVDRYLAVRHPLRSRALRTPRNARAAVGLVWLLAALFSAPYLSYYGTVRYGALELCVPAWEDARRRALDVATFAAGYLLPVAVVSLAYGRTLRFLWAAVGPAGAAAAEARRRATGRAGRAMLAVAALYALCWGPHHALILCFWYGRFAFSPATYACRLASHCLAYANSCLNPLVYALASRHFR
# MEKK2 mut-MEK5: signal of MEK5 binding to mutant human MEKK2 PB1 domain; bead flow cytometry, Alexa488-MEK5 binding to MEKK2 mutant; percent response, % at 10 µM; 290,000 tested, 0.35% active; AID 1530; in the data active = percent response above about 24%, passing the limit was not always enough; also: inactives centre near 1; some results filed as inactive read as strong as hits; reference of the scale not given here
# NALP1 inh: inhibitors of NALP1 inflammasome in yeast | AID 2071 | S. cerevisiae NALP1/ASC/caspase-1 growth, X-gal OD620, 72 h | inhibition, % at 10 µM | 280,000 tested, 0.61% active; in the data active = inhibition mostly above about 24%, no sharp cut-off; inactive = mostly below about 32%; also: some compounds called inactive have numbers as strong as hits
# OXTR ag: agonists of human oxytocin receptor | P30559 | CHO-OTR cells, Fluo-8 calcium fluorescence; normalized: DMSO 0%, oxytocin 100% | activation, % at 3 µM | 320,000 tested, 0.32% active | AID 2435;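 active = activation above the mean of all tested compounds plus 3 SD, cutoff set per screening run, cut at about 20% in these data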;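 also: peak over basal fluorescence ratio from a 100 s FLIPR kinetic read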
# Target sequence (P30559 whole entry, looked up): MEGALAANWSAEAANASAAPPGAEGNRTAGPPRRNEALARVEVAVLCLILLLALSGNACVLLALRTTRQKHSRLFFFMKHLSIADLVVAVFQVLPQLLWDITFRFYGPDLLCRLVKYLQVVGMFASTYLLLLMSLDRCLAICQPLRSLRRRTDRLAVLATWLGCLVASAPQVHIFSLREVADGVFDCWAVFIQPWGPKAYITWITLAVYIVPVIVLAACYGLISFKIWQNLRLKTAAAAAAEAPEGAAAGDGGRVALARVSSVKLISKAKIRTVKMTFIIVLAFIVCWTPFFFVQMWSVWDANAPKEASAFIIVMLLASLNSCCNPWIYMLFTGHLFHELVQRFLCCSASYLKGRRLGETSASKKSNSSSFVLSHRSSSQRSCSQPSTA
# GPR7 antagonist: human neuropeptides B/W receptor 1 antagonism. 290,000 tested, 1.1% active. GPR7-expressing cells, fluorescence antagonist assay. inhibition, % at 4.4 µM; in the data active = inhibition above about 16%, passing the limit was not always enough;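 also: cells stimulated with the agonist NPW; 0% = agonist with vehicle and 100% = vehicle without agonist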
# Target sequence (P48145 whole entry, looked up): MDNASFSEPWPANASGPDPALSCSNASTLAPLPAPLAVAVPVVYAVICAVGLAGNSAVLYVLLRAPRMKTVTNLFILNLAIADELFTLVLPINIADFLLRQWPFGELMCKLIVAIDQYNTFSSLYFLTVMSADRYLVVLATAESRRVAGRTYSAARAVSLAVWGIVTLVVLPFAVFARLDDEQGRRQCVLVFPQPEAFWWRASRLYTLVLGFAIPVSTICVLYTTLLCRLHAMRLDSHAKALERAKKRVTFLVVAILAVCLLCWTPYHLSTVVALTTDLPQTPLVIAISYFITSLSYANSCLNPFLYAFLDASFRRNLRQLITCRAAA
# M18AAP inhibitor: PfM18AAP enzyme inhibition; recombinant PfM18AAP, H-Glu-NHMec fluorogenic cleavage; 290,000 tested, 1.2% active; inhibition, % at 7.35 µM;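 active = inhibition above the campaign mean inhibition over all tested compounds plus 3 SD, cut at about 28% in these data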;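 also: 0% = plate median of test compound wells and 100% = 2 mM ZnCl2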
# V1R ag counter: V1a receptor agonism, counter-screen for OXTR agonists; P37288; CHO-V1R cells, Fluo-8 calcium fluorescence, agonist mode; 0% DMSO, 100% 3 nM vasopressin; 320,000 tested, 0.25% active; activation, % at 3 µM;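 active = activation above the mean activation of all tested compounds plus 3 SD, per screening run, cut at about 20% in these data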;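 also: signal is peak over basal fluorescence ratio across a 100 second FLIPR read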
# MEKK2 WT-MEK5: raises or lowers MEK5 binding to wildtype human MEKK2 PB1 domain; Q9Y2U5; bead flow cytometry, Alexa488-MEK5 binding to MEKK2 WT; actives lie on both sides; binding response (% of control), % at 10 µM; 290,000 tested, 1.1% active; AID 1531; in the data active = binding response below about 67% or above about 130%
# OXTR potentiate: potentiates the human oxytocin receptor response. P30559. CHO-OTR cells, Fluo-8 calcium fluorescence, potentiator mode; 0% = oxytocin EC15, 100% = EC100. activation, % at 3 µM. 320,000 tested, 0.061% active. AID 2445;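 active = activation above that plate's cutoff, the mean activation of tested compounds plus 3 SD, cut at about 6.6% in these data, passing the limit was not always enough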;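 also: 100% uses oxytocin at 75 nM as the full agonist control; some results filed as inactive read as strong as hits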
#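 Assay system: CHO-OTR cells, human receptor / Also added: oxytocin at about EC15, sub-maximal agonist stimulus / Dosing: single dose, 3.0 µM nominal final compound concentration / Incubation: 6 min pre-incubation, 100 s read / Technique: Fluo-8 calcium dye fluorescence / Read-out: % activation vs EC15 and EC100 oxytocin / Benchmarks: EC15 oxytocin low, 75 nM oxytocin high / Replicates: singlicate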
# Active calls of the source: *; . = not tested or not shown.
no.	SMILES	GalR3 antag	MEKK2 mut-MEK5	NALP1 inh	OXTR ag	GPR7 antagonist	M18AAP inhibitor	V1R ag counter	MEKK2 WT-MEK5	OXTR potentiate
1	CCSc1nnc(-c2ccccc2N=Cc2c(C)[nH]n(-c3ccccc3)c2=O)c(=O)[nH]1	-3	2	15	0.1	-4	6	0.0	104	-2
2	COc1cc(/C=N/NC(=O)c2cccnc2)cc(Br)c1O	-2	18	9	0.4	-21	5	0.0	107	0
3	Cc1nnc(SCC(=O)NC2CCCCC2)[nH]c1=O	-8	2	-14	0.3	-13	10	-0.2	101	1
4	Cc1c(Cl)cnc(NC(=O)COC(=O)CCc2nc3ccccc3s2)c1Cl	-6	11	23	-0.8	-1	0	0.0	104	0
5	O=C(c1ccc([N+](=O)[O-])cc1)N1CCN(C(=O)c2ccco2)CC1	2	-10	30	0.3	-8	-2	-0.3	85	-8
6	CCOc1ccc(-c2n[nH]c(=S)n2Cc2ccccc2)cc1	-9	7	-2	-0.2	-19	12	0.5	107	2
7	S=C(Sc1ccc(Cl)cc1)Sc1ccc(Cl)cc1	.	2	.	0.5	-2	1	0.8	109	6
8	O=C(Nc1cccc(Br)c1)c1ccc(CSc2ccccc2)cc1	2	.	12	7.0	-6	-3	3.0	.	-14
9	CC(=O)N1N=C(c2ccccc2)CC1c1ccccc1[N+](=O)[O-] (stereo not drawn)	-1	-3	0	-0.3	15	12	0.6	92	-5
10	N#Cc1ccc(-c2ccc(OCC(=O)Nc3cccnc3)cc2)cc1	8	4	-1	.	10	0	.	110	.
11	CCOc1cc(C(F)(F)F)cnc1/C(N)=N/O	-2	2	-1	0.7	-4	0	-2.0	98	-9
12	CCOc1ccc(-c2nnc3sc(COc4ccc(C)cc4)nn23)cc1	-3	6	-3	-0.5	-6	3	0.3	102	-3
13	Cc1cc(/C=N/NC(=O)c2ccccc2F)c(C)n1-c1ccccc1	-7	-4	0	-1.2	7	3	-0.2	98	-3
14	COc1cc(-c2noc(CCCC(=O)Nc3ccc(C(N)=O)cc3)n2)cc(OC)c1OC	-1	-4	4	0.5	-15	2	-0.2	99	-4
15	CCOC(=O)c1sc2nc(C)nc(N3CCCCC3C)c2c1C (stereo not drawn)	0	-13	-4	-2.1	-12	-12	-0.7	75	-1
16	O=C(c1cccc(S(=O)(=O)N2CCc3ccccc32)c1)N1CCN(CCO)CC1	-2	.	.	-0.2	.	.	0.8	.	2
17	COc1cccc(NC(=O)CN(C)C(=O)c2ccc(NC(=O)CC3SC(N4CCCCC4)=NC3=O)cc2)c1 (stereo not drawn)	1	.	.	1.0	.	.	-0.9	.	-8
18	Cc1ccccc1-n1c(=O)c2ccccc2n2c(=O)[nH]nc12	-1	4	28	0.2	-17	4	0.5	114	-15
19	COc1ccc(C2CC(c3ccccc3)=NN2c2ccc(S(N)(=O)=O)cc2)cc1 (stereo not drawn)	-9	-2	12	2.8	5	-9	0.5	98	-5
20	O=C(OCC(=O)N(CCc1ccccc1)Cc1ccccc1)c1ccccc1NCCO	-2	4	10	-0.3	-12	1	1.4	106	-15

# Continued, overlapping the part above by 2 compounds.
no.	SMILES	GalR3 antag	MEKK2 mut-MEK5	NALP1 inh	OXTR ag	GPR7 antagonist	M18AAP inhibitor	V1R ag counter	MEKK2 WT-MEK5	OXTR potentiate
19	COc1ccc(C2CC(c3ccccc3)=NN2c2ccc(S(N)(=O)=O)cc2)cc1 (stereo not drawn)	-9	-2	12	2.8	5	-9	0.5	98	-5
20	O=C(OCC(=O)N(CCc1ccccc1)Cc1ccccc1)c1ccccc1NCCO	-2	4	10	-0.3	-12	1	1.4	106	-15
21	COC(=O)c1ccccc1Oc1cc(C(F)(F)F)nc(-c2ccccn2)n1	-2	.	.	0.5	.	.	1.3	.	-3
22	O=C(NCC(c1cccs1)N1CCOCC1)c1ccccc1NS(=O)(=O)c1cccc([N+](=O)[O-])c1 (stereo not drawn)	3	9	4	0.6	-1	3	4.6	108	-15
23	O=C(OCc1ccc(O)cc1)c1c(-c2ccsc2)oc2ccc(N3CCOCC3)cc12	-6	-6	2	5.5	1	2	3.1	97	-9
24	O=C(CNC(=O)c1ccc(F)cc1)N/N=C/c1cc(Br)ccc1OC(=O)/C=C/c1ccco1	6	-5	.	0.3	-14	2	0.1	77	-4
25	CCOC(=O)c1cnc(SCC(=O)Nc2ccc(NC(C)=O)c(OC)c2)nc1N	-4	7	9	-1.0	-6	8	-0.9	106	-2
26	Cc1ccc(-n2c(N)c(C(=O)N3CCOCC3)sc2=S)c(C)c1	-5	-1	14	-0.5	0	5	0.7	111	-21
27	Cc1ccccc1NC(=O)COC(=O)Cc1ccsc1	-6	-16	-11	-0.8	-6	1	0.5	86	-2
28	CN(CCNC(=O)c1cc2c(-c3ccccc3F)nn(C)c2s1)C1CCCCC1	-12	16	19	.	8	3	.	133	.
29	CCCn1c(NC(=O)c2ccc(F)cc2)nc2ccccc21	-5	-5	-26	-2.3	-7	-17	-1.8	100	-12
30	COc1ccc(S(=O)(=O)N(C)C[C@H]2Oc3c(NC(=O)c4ccncc4)cccc3C(=O)N([C@H](C)CO)C[C@@H]2C)cc1	-4	.	.	0.6	.	.	1.9	.	-4
31	Cc1cccc(C(=O)N(Cc2nc3ccccc3c(=O)[nH]2)C2CCCC2)c1	-4	-11	-4	-1.9	-3	-6	1.2	89	4
32	Cn1[nH]c(C(F)(F)F)cc1=O	-2	0	-22	-0.2	-1	-3	0.1	101	-4
33	CN(C)c1nc(Nc2ccc(F)cc2)nc(Oc2ccc(F)cc2)n1	-5	12	-8	-1.5	-26	0	-0.5	111	-1
34	Cn1c(N)c(C(=O)COC(=O)c2ncc(Cl)c(Cl)c2Cl)c(=O)n(C)c1=O	4	-6	2	2.6	-2	-2	1.3	98	1
35	CCOC(=O)N/N=C/c1ccc(OC)c(O)c1	1	-12	18	0.3	-4	-3	0.3	94	-2
36	CCCCCCCN1CCN=C1Nc1ccccc1	-7	.	.	1.3	.	.	0.4	.	-5
37	COc1ccc(C(=O)Nc2ccc(S(=O)(=O)N3CCc4ccccc43)cc2)cc1	30*	6	.	3.6	13	-2	6.8	117	-8
38	Cc1cc(NC(=O)C(C)SCC(=O)N(C)CC(=O)Nc2ccc(Br)cc2C)no1 (stereo not drawn)	-1	6	13	-1.1	-8	-15	0.0	110	-8
39	CCN(CC)C(=O)Cn1cc(C(=O)C(=O)NCCc2ccc(S(N)(=O)=O)cc2)c2ccccc21	-1	.	-9	-0.7	-3	-4	-0.8	.	-6
40	Cc1ccccc1CS(=O)(=O)c1nnc([C@H](CC(C)C)NC(=O)OC(C)(C)C)o1	-3	6	-1	-0.6	16	-128	0.3	101	2

# Look-ups from above:
# Entry of COc1ccc(C(=O)Nc2ccc(S(=O)(=O)N3CCc4ccccc43)cc2)cc1 in MEKK2 WT-MEK5: 117
# Entry of CCCCCCCN1CCN=C1Nc1ccccc1 in V1R ag counter: 0.4

# (list continues)
item	structure	GalR3 antag	MEKK2 mut-MEK5	NALP1 inh	OXTR ag	GPR7 antagonist	M18AAP inhibitor	V1R ag counter	MEKK2 WT-MEK5	OXTR potentiate
41	CCOC(=O)C1=NOC(CNc2ncc(C(F)(F)F)cc2Cl)C1 (stereo not drawn)	9	-2	-2	-1.7	-12	2	-0.2	99	-2
42	COc1cccc(N2CCN(C(=O)C3C4C=CC5(CN(Cc6ccccc6Cl)C(=O)C35)O4)CC2)c1 (stereo not drawn)	-1	-12	11	0.8	-9	8	0.5	85	1
43	O=C(NCc1ccc(Cl)cc1)c1cc(-c2ccco2)on1	-2	.	-22	-1.0	-9	3	-0.2	.	-1
44	Cc1ccc(Nc2nnc(-c3ccncc3)s2)c(Br)c1	0	2	31	-2.3	7	8	-1.3	120	-3
45	CC(=O)c1cccc(NC(=O)CCC(=O)Oc2ccc(C)cc2)c1	-8	0	18	0.2	4	-4	0.6	104	-11
46	O=C(CN(c1ccc(F)cc1)S(=O)(=O)c1ccc2c(c1)OCCO2)NCC1CCCO1 (stereo not drawn)	2	5	4	-0.2	-2	2	-1.2	100	-3
47	O=C(NCCCO)c1ccc2[nH]c3ccccc3c2c1	-5	2	3	1.2	-2	-3	-0.4	103	-22
48	COc1ccc(Cn2nc(-c3ccccc3)c(N3CCCCC3)cc2=O)cc1	-2	-8	-8	-1.5	11	1	-0.9	89	3
49	COC(=O)c1ccc(C2c3[nH]c4ccccc4c3C[C@H]3C(=O)N(C4CC4)CC(=O)N23)cc1 (stereo partly drawn)	-13	2	-10	1.2	9	2	4.9	103	-5
50	O=C(CSC(=S)N1CCCC1)NCC(=O)Nc1ccc(F)c(F)c1	-3	5	6	0.0	7	-8	1.1	110	-6
51	COc1ccc(C(=O)NCC(c2ccc(F)cc2)N2CCOCC2)cc1S(=O)(=O)N1CCCC1 (stereo not drawn)	-4	0	14	-0.1	-10	4	0.1	96	3
52	O=C(Nc1ccc(Cl)cc1)N(C1=NCCC1)c1ccc(OC(F)F)cc1	-4	-7	-28	7.2	10	-15	4.1	82	-5

# Values by screen from the entries so far.
# MEKK2 WT-MEK5, compounds 45–51: 104, 100, 103, 89, 103, 110, 96
# GalR3 antag, compounds 45–51: -8, 2, -5, -2, -13, -3, -4
# MEKK2 mut-MEK5, compounds 45–51: 0, 5, 2, -8, 2, 5, 0

# Excerpt, nos. 44 to 46
item	structure	GalR3 antag	MEKK2 mut-MEK5	NALP1 inh	OXTR ag	GPR7 antagonist	M18AAP inhibitor	V1R ag counter	MEKK2 WT-MEK5	OXTR potentiate
44	Cc1ccc(Nc2nnc(-c3ccncc3)s2)c(Br)c1	0	2	31	-2.3	7	8	-1.3	120	-3
45	CC(=O)c1cccc(NC(=O)CCC(=O)Oc2ccc(C)cc2)c1	-8	0	18	0.2	4	-4	0.6	104	-11
46	O=C(CN(c1ccc(F)cc1)S(=O)(=O)c1ccc2c(c1)OCCO2)NCC1CCCO1 (stereo not drawn)	2	5	4	-0.2	-2	2	-1.2	100	-3

# Carrying on.
item	structure	GalR3 antag	MEKK2 mut-MEK5	NALP1 inh	OXTR ag	GPR7 antagonist	M18AAP inhibitor	V1R ag counter	MEKK2 WT-MEK5	OXTR potentiate
53	CCOC(=O)C1CCN(C(=O)CN(c2ccc(Oc3ccccc3)cc2)S(C)(=O)=O)CC1	7	-4	21	2.5	1	-5	2.3	91	-11
54	O=C(CN1C(=O)CCC1=O)Nc1cccc(NC(=O)CN2C(=O)CCC2=O)c1	1	5	-2	0.2	-11	7	-0.3	101	-9
55	CC(Sc1nnc(-c2ccco2)n1C)C(=O)NC1CCCC1 (stereo not drawn)	-2	.	.	-0.1	.	.	1.0	.	0
56	ClC(Cl)(Cl)c1nc(N/N=C/c2ccncc2)c2ccccc2n1	-8	-2	1	4.5	-2	-5	6.7	97	-17

# Rows were taken by chance; any-hit rate near 4.1%.
